# Assay outcomes from PubChem BioAssay.
# HP1b binding inh – blocks HP1-beta chromodomain binding to methylated histone tails; P83916; AlphaScreen HP1-beta / biotin-H3K9me3 peptide binding; Potency, µM (series often up to 114 µM), for the others: top-dose activity change, negative = inhibition, most hits filed as inhibitors; 390,000 tested, 0.56% active; note: nearly all actives have a fitted effect of over 70% in size; inactives centre near 23
# Target sequence (P83916 whole entry, looked up): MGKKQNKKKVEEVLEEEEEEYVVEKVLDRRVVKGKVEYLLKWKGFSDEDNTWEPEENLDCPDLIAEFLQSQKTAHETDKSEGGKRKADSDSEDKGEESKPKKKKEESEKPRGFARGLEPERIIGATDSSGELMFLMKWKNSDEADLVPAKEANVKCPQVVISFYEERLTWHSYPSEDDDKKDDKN
#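 HP1-beta protein (50 nM final) preincubated 30 min at room temperature with biotinylated H3(1-18)K9me3 peptide (50 nM) in PBS pH 7.4, 0.01% Tween-20, then compound added for 30 min. AlphaScreen streptavidin donor/nickel chelate acceptor beads (10 ug/mL final), 30 min dark, luminescence read.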
# RGS4 inhibitor – blocks human RGS4-accelerated GTP hydrolysis. P49798. Transcreener GDP fluorescence polarization, RGS4-accelerated GTP hydrolysis. 390,000 tested, 0.039% active. Potency, µM (highest dose often 114 µM), for the others: at the highest dose activity change, negative = inhibition, usual class: inhibitors; note: % is set by controls: 0 for no effect and ±100 for the full control effect; nearly all actives have a fitted effect of over 75% in size; some results filed as inactive show a strong effect at the top dose
# Target sequence (P49798 whole entry, looked up): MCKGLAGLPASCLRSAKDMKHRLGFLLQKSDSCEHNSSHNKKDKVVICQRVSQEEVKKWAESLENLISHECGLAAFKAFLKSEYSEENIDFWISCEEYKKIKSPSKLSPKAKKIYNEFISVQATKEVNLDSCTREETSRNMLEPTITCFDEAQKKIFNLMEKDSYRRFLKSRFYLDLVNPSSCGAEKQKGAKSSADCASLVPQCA
#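 MLSMR compounds (23 nl, pin-transferred) preincubated 10 min at room temperature with a 500nM (2x) first reagent, then RGS4 at 900nM (2x) plus Transcreener GDP mix added; fluorescence polarization (620/688 nm) read before and after 90 min at 30 °C.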
# GLS inhibitor – glutaminase GLS (human) inhibition | O94925 | Potency, µM (highest dose often 45.5 µM), inactives show at the top dose activity change, negative = inhibition, usual class: inhibitors | AID 624170 | GLS enzymatic activity, qHTS titration | 410,000 tested, 0.21% active; note: % is set by controls: 0 for no effect and ±100 for the full control effect
# Target sequence (O94925 whole entry, looked up): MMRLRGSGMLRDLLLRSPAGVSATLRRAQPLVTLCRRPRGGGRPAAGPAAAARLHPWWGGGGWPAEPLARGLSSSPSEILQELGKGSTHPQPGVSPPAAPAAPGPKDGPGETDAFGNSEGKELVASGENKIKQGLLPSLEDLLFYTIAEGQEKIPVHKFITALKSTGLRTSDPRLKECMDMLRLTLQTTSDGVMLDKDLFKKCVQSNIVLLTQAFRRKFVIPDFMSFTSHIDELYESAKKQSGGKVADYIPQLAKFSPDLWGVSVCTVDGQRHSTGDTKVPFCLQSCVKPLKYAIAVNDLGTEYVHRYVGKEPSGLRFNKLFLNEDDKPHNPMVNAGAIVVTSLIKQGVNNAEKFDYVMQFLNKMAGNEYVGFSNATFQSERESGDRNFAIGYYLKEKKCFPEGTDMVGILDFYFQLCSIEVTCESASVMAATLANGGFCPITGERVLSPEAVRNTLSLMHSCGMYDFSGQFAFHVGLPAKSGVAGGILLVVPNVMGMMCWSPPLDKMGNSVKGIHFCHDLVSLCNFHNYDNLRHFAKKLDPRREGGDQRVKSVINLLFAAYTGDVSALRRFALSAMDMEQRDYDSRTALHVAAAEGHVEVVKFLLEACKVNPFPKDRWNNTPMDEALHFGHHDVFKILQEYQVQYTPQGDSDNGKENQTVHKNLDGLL
#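 Read-out is an Amplex red fluorescence increase coupled through glutamate oxidase and HRP, measured before and after 30 min room-temperature incubation. hKGA is in 45 mM KH2PO4 (pH 8.2) with 0.02% Tween-20; glutamine added as 1mM solution.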
# Tb PGK inh – inhibitors of T. brucei phosphoglycerate kinase; Potency, µM (top dose mostly 57.5 µM), without a hit: at the highest dose activity change, negative = inhibition, usual class: inhibitors; AID 602233; PGK/GAPDH coupled, Kinase-Glo luminescence, 60 min; 380,000 tested, 0.043% active; note: % is set by controls: 0 for no effect and ±100 for the full control effect; nearly all actives have a fitted effect of over 60% in size
#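 Luminescent ATP detection (Kinase-Glo Plus) follows a 60-minute room-temperature incubation, with wells lacking PGK as controls. Buffer: 100 mM TEA (pH 7.6), 5 mM MgCl2, 0.01% Tween-20. Coupling enzyme GAPDH (100 nM final) supplies unstable 1,3-BPG in-well.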
# ERG Ets-DNA blk – ERG Ets/DNA interaction inhibition; P11308; fluorescence polarization, His-ERG Ets domain / labelled DNA; Potency, µM (highest dose often 76.9 µM), for the others: at the top dose FP activity, negative = inhibition, hits mostly inhibitors; 370,000 tested, 0.028% active; AID 624246; active = well fitted inhibition curve with a large enough effect in the polarisation, with a control signal flat; inconclusive = small, poorly fitted or top-dose-only effect, or effect the other way, or a change in a side signal; inactive = no such curve, though single readings can be large or run the other way; the % refers to the polarisation;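 note: polarization taken with two DNA probes labelled with fluorescein and Texas red; % of control where 0% means no effect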
#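 His-tagged ERG Ets domain (1 uM in the protein solution; 300mM KCl, 50mM Tris-HCl, 1mM EDTA, 1mM DTT, pH 7.5) received compound, then a probe mix of 5 nM fluorescein-DNA and 100nM Texas-615-DNA. Fluorescence polarization was read for both dyes.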
# JMJD2A Tudor – blocks the human JMJD2A Tudor domain | AlphaScreen JMJD2A-Tudor / H3K4me3 peptide binding | O75164 | Potency, µM (series often up to 114 µM), for the others: at the highest dose activity change, negative = inhibition, hits mostly inhibitors | 390,000 tested, 4.4% active; note: % is set by controls: 0 for no effect and ±100 for the full control effect; nearly all actives have a fitted effect of over 50% in size
# rTrxR1 inhibitor – blocks rat thioredoxin reductase 1; recombinant rTrxR1, NADPH fluorescence consumption, selenite substrate; AID 588453; 390,000 tested, 1% active; Potency, µM (titrated, usually from 114 µM), without a hit: at the highest dose activity change, negative = inhibition, most hits filed as inhibitors; note: % is set by controls: 0 for no effect and ±100 for the full control effect; nearly all actives have a fitted effect of over 65% in size
#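 Rat TrxR1 (90 nM in the dispensed reagent) was pre-reduced with 400 uM NADPH for 5 min at room temperature, then incubated with compound for 15 min. After 400 uM selenite was added, NADPH fluorescence (Ex 340/Em 450 nm) was followed for 8 min.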
# ALOX12 inh – blocks human arachidonate 12S-lipoxygenase. Potency, µM (top dose mostly 108 µM), for inactives: at the top dose activity change, negative = inhibition, usual class: inhibitors. P18054. purified 12hLO, xylenol orange hydroperoxide absorbance. 580,000 tested, 1.1% active; note: % is set by controls: 0 for no effect and ±100 for the full control effect
#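 Hydroperoxide product was detected by ferrous iron/xylenol orange as the 573 to 405 nm absorbance ratio. Arachidonic acid at 40 uM (final) was turned over for 30 min at room temperature by 150 nM human 12hLO, pH 7.0 Hepes buffer, after 15 min compound preincubation.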
# Pin1 inh – human Pin1 inhibition. Pin1 FP peptide displacement, HiFluor488, 10 min. Potency, µM (titrated, usually from 115 µM), for inactives: at the top dose activity, negative = inhibition, most hits filed as inhibitors. 390,000 tested, 0.009% active. AID 504891; active = well fitted inhibition curve with a large enough effect in the polarisation, with a control signal flat, not every such curve was filed as active; inconclusive = small, poorly fitted or top-dose-only effect, or effect the other way, or a change in a side signal; inactive = no such curve, though single readings can be large or run the other way; the % refers to the polarisation; note: % is set by controls: 0 for no effect and ±100 for the full control effect
# Starred values were filed as active, the others as inactive; i = inactive; ? = inconclusive; . = no result given; & = joins results of further samples; [ ] = dose if it differs, or a comment. Unless noted, calls come from the whole dose curve; as a rule, active = well fitted curve in the direction sought with a large enough effect; inconclusive = small, poorly fitted or top-dose-only effect, or another doubt; inactive = no such curve, though single readings can be large; an effect the other way counts as inactive or inconclusive. Potency is the fitted concentration of half-maximal effect.
HP1b binding inh	RGS4 inhibitor	GLS inhibitor	Tb PGK inh	ERG Ets-DNA blk	JMJD2A Tudor	rTrxR1 inhibitor	ALOX12 inh	Pin1 inh	compound
1%	-10%	0%	-4%	3%	-27%	16%	9%	-1%	Cc1cc(N2CCN(C(=O)c3cccs3)CC2)c(F)cc1[N+](=O)[O-]
25%	7%	14%	3%	11%	-13%	-13%[57.1 µM]	-3%	3%	NC1=NC[C@H](Cc2ccc(O)cc2)N1CCc1cccc(F)c1
31%	-2%	0%	i	0%	-20%	22%[57.1 µM]	-5%	-3%	COc1ccccc1-n1cc(C(=O)N2CCCC(CO)(Cc3ccccc3C)C2)cn1 (stereo unspecified)
20%	-3%	3%	-1%	-2%	-15%	5%	.	5%	CN(C)S(=O)(=O)c1cccc(-c2cn3cc(Cl)ccc3n2)c1
15%	9%	-6%	0%	-2%	-17%	-1%	1%	2%	c1cn2cc(CN3CCOCC3)nc2s1
24%	-21%	-4%	-1%	8%	-31%	-2%	?	-1%	C[C@H](CO)N1C[C@H](C)[C@@H](CN(C)C(=O)Nc2ccccc2)Oc2c(NC(=O)Nc3ccc(C(F)(F)F)cc3)cccc2C1=O
115%[activator]	0%	2%	-6%	-3%	68%[activator]	21%	3%	0%	O=C(NCCc1ccccc1)C(=O)NCC1OCCN1S(=O)(=O)c1ccc(Br)cc1 (stereo unspecified)
5%	8%	1%	3%	8%	-9%	3%[57.1 µM]	-6%	-4%	Cc1ccc(S(=O)(=O)Nc2ccc(Oc3cccnc3)nc2)cc1
20%	22%	17%	2%	-2%	-8%	8%	0%	-3%	CCOc1ccc(-n2c(=O)c3c4c(sc3n(CC(=O)NC(C)CC)c2=O)CCCCC4)cc1 (stereo unspecified)
?	9%	10%	-8%	16%	5.6µM*	18%	?	-5%	CCC(=O)c1ccccc1OCCCCn1cncn1
87%	7%	0%	-4%	.	26%	-10%	2%	-5%	O=C(CSc1nnc(-c2cccs2)o1)OCc1ccccc1
31%	6%	10%	7%	?	-8%	?	-17%	1%	O=C(CCC1CCCCC1)NCc1ccccn1
66%[activator]	-28%[56.9 µM]	-17%	i	-9%	-5%	39%[activator][57.1 µM]	-3%	-1%	CCOC(=O)c1c(C)[nH]c(C)c1S(=O)(=O)NC1CCN(C(=O)OCC)CC1
25%[57 µM]	-4%	3%	3%	14%	4%	13%	.	-3%	Cc1ccc(-n2nc3c(c2NC(=O)C(C)C)CS(=O)(=O)C3)cc1
13%	1%	3%	-2%	11%	-9%	20%	.	14%	CCN(CC)CCNC(=O)c1ccc(NC(=O)C2CC(=O)N(c3ccc4c(c3)OCCO4)C2)cc1 (stereo unspecified)
30%	-35%	-14%	i	0%	-4%	0%[57.1 µM]	1%	-6%	CCOC(=O)Cc1c(C)nc2c(-c3ccc(OC)cc3)c(C)nn2c1C
93%[activator]	-9%	3%	-12%	6%	50%[activator]	13%	-4%	-1%	C/C(=N\OCc1ccc(C#N)cc1)c1ccccc1
36%	5%	6%	1%	-2%	-21%	-9%	-27%[57.4 µM]	?	COc1cccc(C(=O)Nc2ccc3nc(N4CCOCC4)cc(C)c3c2)c1
0%	-3%	1%	i	0%	-31%	3%	-21%	4%	CCCS(=O)(=O)c1c(S(=O)(=O)CCC)c2cc(CC)ccn2c1C(=O)c1ccc(OC)cc1
32%	-22%	3%	-3%	-10%	-8%	18%	5%	0%	CCN(Cc1ccccc1)C(=O)Cn1c(=O)n(CCC(=O)N2CCCCC2)c(=O)c2sccc21
29%	-2%	-8%	-5%	-9%	13%	8%	4%	-2%	O=C(O)c1ccc(NC(=O)c2ccc(COc3ccccc3)o2)cc1
10%	28%	-2%	i	4%	-26%	16%	-2%	-9%	COc1ccc(S(=O)(=O)NC2CCSc3ccccc32)cc1OC (stereo unspecified)
11%	-2%	9%	i	-5%	-25%	1%[57.1 µM]	16%	3%	CCn1ncc(/C=N/N=C2\CCC3C4CCc5cc(O)ccc5C4CCC23C)c1C (stereo unspecified)
22%	17%	9%	-2%	4%	-28%	6%	0%	-1%	CCC1CN(C(=O)N2CCC(C(=O)N3CCN(c4cccc(C)c4C)CC3)CC2)c2ccccc2O1 (stereo unspecified)
36%	-1%	-3%	-4%	11%	?	3%	0%	1%	O=C(N/N=C/c1cccc([N+](=O)[O-])c1O)C(O)(c1ccccc1)c1ccccc1
25%	-34%	10%	i	-5%	1%	3%	?	0%	CS(=O)(=O)c1ccc2sc(NC(=O)c3cc4ccccc4o3)nc2c1
15%	6%	-1%	i	-6%	-13%	-1%	-14%&-21%	-1%	CN(Cc1ccccc1)Cc1nc2c(c(=O)n(C)c(=O)n2C)n1Cc1ccc(F)cc1
24%	-33%	13%	i	6%	-34%	-23%	?	1%	Cc1ccc(-c2nnnn2C2C/C(=N\NC(N)=S)C3OCC2O3)cc1 (stereo unspecified)
50%[activator]	-23%	3%	-6%	-1%	-3%	1%	29%	-13%	CC(C)NC(=O)c1ccccc1N(Cc1ccccc1)S(C)(=O)=O
30%	3%	0%	-1%	4%	3%	12%	-23%	6%	COC(=O)c1ccc(NC(=O)CN(C)S(=O)(=O)c2ccc3c(c2)CCCC(=O)N3)cc1
41%[activator]	9%	-2%	i	14%	-24%[57.1 µM]	33%[57.1 µM]	?	-6%	CC(C)NC(=O)CN1CCN(C(=O)CCl)CC1
?	-10%	9%	-1%	1%	56µM*	9%	4%	-10%	c1coc(-c2nc3ccccn3c2Nc2ccc3c(c2)OCCO3)c1
?	6%	12%	i	-3%	50µM*	1%	-22%	?	CCOc1ccc(S(=O)(=O)Nc2nc3ccccc3nc2Nc2ccc(N3CCOCC3)cc2)cc1
33%	6%[11.4 µM]	3%	i	4%	-11%[11.4 µM]	10%[57.1 µM]	?	-4%	CCOC(=O)Cc1c(C)nc2c(-c3ccccc3)c[nH]n2c1=O
17%	-2%	-1%	-4%	0%	-14%	-2%	11%	-2%	CC(C)(C)c1ccc(C(=O)NCC(=O)OCc2ccc([N+](=O)[O-])cc2)cc1
52%[activator]	7%	-3%	.	0%	1%	25%	-22%	-2%	COc1ccc(S(=O)(=O)N(C)Cc2nc(-c3cccc(C)c3)no2)cc1

# Part of the list above, with values under each structure.
# Below each SMILES: HP1b binding inh | RGS4 inhibitor | GLS inhibitor | Tb PGK inh | ERG Ets-DNA blk | JMJD2A Tudor | rTrxR1 inhibitor | ALOX12 inh | Pin1 inh
- CCn1ncc(/C=N/N=C2\CCC3C4CCc5cc(O)ccc5C4CCC23C)c1C (stereo unspecified)
  11% | -2% | 9% | i | -5% | -25% | 1%[57.1 µM] | 16% | 3%
- CCC1CN(C(=O)N2CCC(C(=O)N3CCN(c4cccc(C)c4C)CC3)CC2)c2ccccc2O1 (stereo unspecified)
  22% | 17% | 9% | -2% | 4% | -28% | 6% | 0% | -1%

# A different layout for some results above:
# Results follow in this order: HP1b binding inh, RGS4 inhibitor, GLS inhibitor, Tb PGK inh, ERG Ets-DNA blk, JMJD2A Tudor, rTrxR1 inhibitor, ALOX12 inh, Pin1 inh
CCC1CN(C(=O)N2CCC(C(=O)N3CCN(c4cccc(C)c4C)CC3)CC2)c2ccccc2O1 (stereo unspecified)
  22%, 17%, 9%, -2%, 4%, -28%, 6%, 0%, -1%
O=C(N/N=C/c1cccc([N+](=O)[O-])c1O)C(O)(c1ccccc1)c1ccccc1
  36%, -1%, -3%, -4%, 11%, ?, 3%, 0%, 1%
CS(=O)(=O)c1ccc2sc(NC(=O)c3cc4ccccc4o3)nc2c1
  25%, -34%, 10%, i, -5%, 1%, 3%, ?, 0%
CN(Cc1ccccc1)Cc1nc2c(c(=O)n(C)c(=O)n2C)n1Cc1ccc(F)cc1
  15%, 6%, -1%, i, -6%, -13%, -1%, -14%&-21%, -1%
Cc1ccc(-c2nnnn2C2C/C(=N\NC(N)=S)C3OCC2O3)cc1 (stereo unspecified)
  24%, -33%, 13%, i, 6%, -34%, -23%, ?, 1%
CC(C)NC(=O)c1ccccc1N(Cc1ccccc1)S(C)(=O)=O
  50%[activator], -23%, 3%, -6%, -1%, -3%, 1%, 29%, -13%
COC(=O)c1ccc(NC(=O)CN(C)S(=O)(=O)c2ccc3c(c2)CCCC(=O)N3)cc1
  30%, 3%, 0%, -1%, 4%, 3%, 12%, -23%, 6%
CC(C)NC(=O)CN1CCN(C(=O)CCl)CC1
  41%[activator], 9%, -2%, i, 14%, -24%[57.1 µM], 33%[57.1 µM], ?, -6%
c1coc(-c2nc3ccccn3c2Nc2ccc3c(c2)OCCO3)c1
  ?, -10%, 9%, -1%, 1%, 56µM*, 9%, 4%, -10%
CCOc1ccc(S(=O)(=O)Nc2nc3ccccc3nc2Nc2ccc(N3CCOCC3)cc2)cc1
  ?, 6%, 12%, i, -3%, 50µM*, 1%, -22%, ?
CCOC(=O)Cc1c(C)nc2c(-c3ccccc3)c[nH]n2c1=O
  33%, 6%[11.4 µM], 3%, i, 4%, -11%[11.4 µM], 10%[57.1 µM], ?, -4%
CC(C)(C)c1ccc(C(=O)NCC(=O)OCc2ccc([N+](=O)[O-])cc2)cc1
  17%, -2%, -1%, -4%, 0%, -14%, -2%, 11%, -2%
COc1ccc(S(=O)(=O)N(C)Cc2nc(-c3cccc(C)c3)no2)cc1
  52%[activator], 7%, -3%, ., 0%, 1%, 25%, -22%, -2%

# The list is partial; count on the stated rates, not on these rows.
